HEK293 tox: qHTS of GLP-1 Receptor Inverse Agonists: Cytotox Screen. HEK293 cAMP-luciferase reporter cells, luminescence, 24 h. Potency, µM (doses to about 38.3 µM), inactives show top-dose activity change, negative = inhibition, hits mostly inhibitors. 0.13% of 410,000 active. AID 624418, 2012;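 note: loss of luciferase light is scored as toxicity; potency is the fitted concentration of half-maximal effect; % is set by controls: 0 for no effect and ±100 for the full control effect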
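A 23 nL compound transfer followed 12 hours of cell culture at 37 deg C; exposure then lasted 24 hr. Luciferase assay detection reagent was dispensed and plates read for luminescence after a 12 min room-temperature wait.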
TDP43 rescue: qHTS of TDP-43 Inhibitors; TDP-43 expressing yeast growth rescue, BacTiter-Glo, 24 h; Potency, µM (highest dose often 46.1 µM), without a hit: top-dose growth rescue (activation), hits mostly activators; 1.8% of 410,000 active; note: potency is the fitted concentration of half-maximal effect; % of control where 0% means no effect; nearly all actives have a fitted effect of over 50% in size
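Yeast cells expressing TDP-43 under galactose induction are exposed to compounds for 24 hr at 30 deg C. BacTiter-Glo luminescence measures growth, so protective compounds score as activators.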
GLP1R inv ag: qHTS of GLP-1 Receptor Inverse Agonists (Inhibition Mode); Glucagon-like peptide 1 receptor (Homo sapiens), P43220; HEK293 GLP-1R CRE-luciferase, luminescence, 24 h; GLP-1R form is constitutively active; Potency, µM (top dose mostly 38.3 µM), without a hit: top-dose activity change, negative = inhibition, most hits filed as inhibitors; 1.6% of 410,000 active; note: potency is the fitted concentration of half-maximal effect; % is set by controls: 0 for no effect and ±100 for the full control effect; nearly all actives have a fitted effect of over 55% in size
Target sequence (P43220 whole entry, looked up): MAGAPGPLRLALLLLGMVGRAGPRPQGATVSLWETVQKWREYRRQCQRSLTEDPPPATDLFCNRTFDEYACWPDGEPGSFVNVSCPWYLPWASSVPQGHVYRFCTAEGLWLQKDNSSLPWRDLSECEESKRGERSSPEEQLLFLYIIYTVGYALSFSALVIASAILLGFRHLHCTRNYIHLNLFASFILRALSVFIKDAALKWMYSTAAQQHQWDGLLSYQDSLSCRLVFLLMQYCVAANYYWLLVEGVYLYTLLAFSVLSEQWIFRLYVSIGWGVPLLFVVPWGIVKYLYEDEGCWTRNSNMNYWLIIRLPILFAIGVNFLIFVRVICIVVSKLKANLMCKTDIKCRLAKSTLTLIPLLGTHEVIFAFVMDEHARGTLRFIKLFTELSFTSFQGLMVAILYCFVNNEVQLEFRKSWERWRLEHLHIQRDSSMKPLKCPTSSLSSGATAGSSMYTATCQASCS
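Assay principle: reduced luminescence from a cAMP-responsive reporter in HEK293 cells co-expressing a constitutively active GLP-1R. Conditions: 24 hr compound incubation, 37 deg C, 5% CO2.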
FUS suppressor: qHTS for Suppressors of FUS Proteinopathy: Primary screen using FUS-linked yeast assay | AID 1347120, 2019 | S. cerevisiae FUS-expressing, growth rescue, OD600, 24 h | 0.24% of 390,000 active | Potency, µM (doses to about 76.6 µM), for inactives: at the highest dose growth rescue (activation), actives largely listed as activators;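 note: potency is the fitted concentration of half-maximal effect; plate controls were DMSO vehicle for no effect and reference control for full effect; nearly all actives have a fitted effect of over 55% in size; some results filed as inactive show a strong effect at the top dose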
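Toxicity suppression screen in FUS-yeast. Cells induced with 2% galactose, starting OD 0.005, treated 24hr at 30C with compounds at multiple final concentrations; growth by OD600.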
aSyn yeast inh: qHTS of alpha-syn Inhibitors; Yeast expressing alpha-synuclein, growth rescue, BacTiter-Glo, 24 h; Potency, µM (doses to about 46.1 µM), inactives show at the top dose growth rescue (activation), actives largely listed as activators; 0.14% of 370,000 active; note: potency is the fitted concentration of half-maximal effect; % of control where 0% means no effect; nearly all actives have a fitted effect of over 65% in size
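Rescue of yeast growth: cells expressing toxic alpha-synuclein, induced in galactose at OD600 0.02, incubated with compound 24 h at 30 C. ATP luminescence quantified growth; inhibitors of toxicity appear as activators.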
Akt phos inh: HTS Assay for Inhibitors of Akt Phophorylation: Primary Screen; Neuro2A IGF-stimulated pAkt S473 HTRF, 20 min; active compounds read low; activity change, % for hits at 50 µM; 0.32% of 360,000 active; in the data active = activity change below about -80%; inconclusive = mostly about -51% to -80%; note: % is set by controls: 0 for no effect and ±100 for the full control effect
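Neuro2A cells in DMEM with 0.5% FBS, overnight at 37 deg C, given compound at single 50 µM final, then IGF (6 nM final) for 20 min at 37 deg C. Lysed; phospho-Akt Ser473 by HTRF after 24 h, 665/615 ratio.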
Abeta yeast res: qHTS for compounds that reverse cellular toxicity of Amyloid beta (A-beta) peptide in yeast: Primary Screen; Potency, µM (highest dose often 46.1 µM), for inactives: at the highest dose growth rescue, most hits filed as activators; AID 1347071, 2019; 0.063% of 410,000 active; yeast expressing A-beta42, growth rescue, OD600, 48 h; response scale: 0% DMSO, 100% iron-clioquinol control; note: potency is the fitted concentration of half-maximal effect; nearly all actives have a fitted effect of over 55% in size
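Yeast growth medium received pinned compounds, then yeast cells expressing toxic A-beta were added; plates incubated at 30 C for 48 hr. Growth read as absorbance at 600 nm, normalized to DMSO and equimolar FeCl3 plus clioquinol controls.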
Mm-Cpn inhibitor: Inhibitors of TCP-1 ring complex (TRiC) of Methanococcus maripaludis (MmCpn): qHTS | Chaperonin Mm-Cpn (Methanococcus maripaludis) | purified Mm-Cpn ATPase, ADP Transcreener TR-FRET | Potency, µM (top dose mostly 76.9 µM), for the others: at the highest dose activity, negative = inhibition, usual class: inhibitors | 0.031% of 330,000 active | AID 504842, 2011; note: potency is the fitted concentration of half-maximal effect; % is set by controls: 0 for no effect and ±100 for the full control effect; nearly all actives have a fitted effect of over 80% in size
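Measured: ADP formation by purified Mm-CPN. Conditions: 25 nM protein, 10 uM ATP, Tris pH 7.4 with Mg2+, K+ and DTT, 37°C for 30 min. Detection: Transcreener HTRF after 30 min at room temperature.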
PTHR1 ag: qHTS for PTHR1 Agonists: Primary Screen | HEK293 GP2 PTHR1 cells, GloSensor cAMP luminescence, 1 h | Potency, µM (top dose mostly 115 µM), for inactives: at the top dose activation, most hits filed as activators | 0.075% of 410,000 active | AID 743266, 2014; note: potency is the fitted concentration of half-maximal effect; nearly all actives have a fitted effect of over 55% in size; some results filed as inactive show a strong effect at the top dose; inactives centre near -15; many of its hits are not listed in these tables
Target sequence (Q03431 whole entry, looked up): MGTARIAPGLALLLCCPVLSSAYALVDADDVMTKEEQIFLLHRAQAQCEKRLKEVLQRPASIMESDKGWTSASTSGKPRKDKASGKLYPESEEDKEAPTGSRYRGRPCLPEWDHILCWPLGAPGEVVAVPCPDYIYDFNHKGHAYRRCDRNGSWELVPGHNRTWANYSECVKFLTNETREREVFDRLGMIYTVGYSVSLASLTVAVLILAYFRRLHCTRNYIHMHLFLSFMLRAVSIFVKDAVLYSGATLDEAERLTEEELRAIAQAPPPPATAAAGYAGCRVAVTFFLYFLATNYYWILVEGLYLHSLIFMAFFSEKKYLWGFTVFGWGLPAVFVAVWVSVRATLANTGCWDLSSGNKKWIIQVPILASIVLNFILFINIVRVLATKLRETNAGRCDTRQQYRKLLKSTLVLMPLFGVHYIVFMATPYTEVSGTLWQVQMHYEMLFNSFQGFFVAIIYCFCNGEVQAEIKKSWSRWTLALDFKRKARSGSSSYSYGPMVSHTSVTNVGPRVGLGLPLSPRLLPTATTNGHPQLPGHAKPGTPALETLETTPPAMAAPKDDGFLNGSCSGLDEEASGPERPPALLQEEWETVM
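HEK-293-derived GP2 cells expressing PTHR1 and a GloSensor cAMP reporter, 3,000/well, plated overnight, given luciferin plus IBMX (each 0.5 mM as added) for 1 h at 37 °C, then compound for 1 h at 37 °C. Luminescence was read after 15 min at room temperature.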
The depositor's hits bear a star; i = inactive; ? = inconclusive; nt = not tested or not shown; & = joins results of further samples; [ ] = dose if it differs, or a comment. Unless noted, calls come from the whole dose curve; as a rule, active = well fitted curve in the direction sought with a large enough effect; inconclusive = small, poorly fitted or top-dose-only effect, or another doubt; inactive = no such curve, though single readings can be large; an effect the other way counts as inactive or inconclusive. Not all compounds are listed; the hit share may differ from the screen's.

Structure	HEK293 tox	TDP43 rescue	GLP1R inv ag	FUS suppressor	aSyn yeast inh	Akt phos inh	Abeta yeast res	Mm-Cpn inhibitor	PTHR1 ag
COc1cccc(NC(=O)COc2coc(CN3CCN(c4ccccc4)CC3)cc2=O)c1	0%	-12%	11%	26%	1%	i	-7%	3%	i
CCOC(=O)N1CCN(C(=O)COc2ccc(Cl)cc2C)CC1	-5%	10%	-3%	28%	-2%	i	9%	1%	i
Cc1ccc2oc(=O)c3cnn(CC(=O)N4CCN(c5cc(Cl)ccc5C)CC4)c3c2c1	2%	27%	2%	-12%	nt	nt	-5%	nt	-3%
COc1cccc(C(=O)NCCS(=O)(=O)N2CCC(C)CC2)c1	-24%	10%	-5%	nt	2%	i	1%	3%	-14%
CCN(CCc1ccccc1)c1ccc2c(c1)C1CC2CCN1C(=O)OCc1ccccc1 (stereo unspecified)	2%	9%	?	27%	-22%	i	3%	nt	-14%
COc1ccc(-n2c(CNC(=O)COc3ccc(Cl)cc3Cl)n[nH]c2=S)cc1	-3%	10%	9%	-38%	0%	i	2%	0%	-6%
COc1ccc(-c2cc3c(=O)n(CC(=O)NCc4ccccc4F)ncn3n2)cc1	-5%	-1%	20%	-33%	2%	i	-3%	1%	i
O=C(NCc1ccccc1)c1noc2c1CCCCC2	11%	-10%	?	16%	-2%	i	-3%	1%	19%
CCOC(=O)Cn1c(N2CCCCCC2)nc2c1c(=O)[nH]c(=O)n2C	25%	-6%	31%	5%	-2%	i	25%	0%	i
COc1cc(C(=O)N2CCN(c3ncnc4sc(C)c(C)c34)CC2)cc(OC)c1OC	2%	-5%	0%	30%	14%	nt	-8%	0%	-63%[inhibitor][57.5 µM]
O=C(NCCSc1ncc(-c2ccc(F)cc2)[nH]1)c1ccc2c(c1)OCO2	1%	-22%	-4%	3%	0%	i	-4%	1%	-14%
Cc1cc(NS(=O)(=O)c2ccc(NC(=O)COc3ccc(Br)cc3C)cc2)no1	-3%	23%	-4%	6%	nt	nt	2%	nt	-6%
CCCCn1c(SCC(=O)Nc2nccs2)nc2ccccc2c1=O	-16%	-16%	-3%	13%	0%	i	13%	-1%	-11%[57.5 µM]
Cc1cccc(C2=N/C(=C\c3cccnc3)C(=O)O2)c1	-6%	-4%	5%	-3%	0%	i	4%	-3%[15.4 µM]	-26%[57.5 µM]
CCOc1ccc(C(=O)NCCc2csc(-c3cccc(C)c3)n2)cc1	-5%	?	-16%	10%	nt	nt	0%	nt	-29%
Cc1ccc(CCNC(=O)CN2C(=O)COc3ccccc32)cc1	-13%	-5%	-7%	14%	16%	nt	13%	2%	-4%[57.5 µM]
CCc1nc(NC(C)(C)C)c2cnn(-c3ccccc3)c2n1	-16%	?	2µM*	24%	?	i	-11%	-2%	-31%[inhibitor]
Cc1cc(C(=O)N2CCN(c3ncccn3)CC2)cs1	0%	-3%	-3%	4%	5%	i	0%	1%	i
O=C(OCc1ccccc1F)c1ccc2c(c1)OCCO2	13%	?	-26%	18%	-6%	i	2%	3%	-13%
COc1ccc(S(=O)(=O)N/N=C(/C)c2cccc(NC(=O)c3ccccc3Cl)c2)cc1	-1%	9%	0%	nt	3%	i	6%	2%	-47%[inhibitor]
Cc1ccc(NS(=O)(=O)c2c(C(=O)N3CCOCC3)c(C)n(C)c2C)cc1C	-6%	-3%	10%	-16%	2%	i	-1%	2%	i
CC(=O)Nc1ccc(OCCOc2ccccc2C(C)=O)cc1	0%	-21%	2%	20%	-5%	i	-20%	0%	-20%
Cc1ccc(C2CC(=O)NC(SCc3ccccc3)=C2C#N)cc1 (stereo unspecified)	-7%	?	8.9µM*	41%	1%	i	-6%	-2%	-20%
CC(=O)C1=C(S(=O)(=O)c2ccc(C)cc2)CS(=O)(=O)C1	-7%	3%	50%[activator]	10%	9%	i	-17%	-5%	-32%[inhibitor]

Overlap with the part before: two compounds, followed by the next part.
Structure	HEK293 tox	TDP43 rescue	GLP1R inv ag	FUS suppressor	aSyn yeast inh	Akt phos inh	Abeta yeast res	Mm-Cpn inhibitor	PTHR1 ag
Cc1ccc(C2CC(=O)NC(SCc3ccccc3)=C2C#N)cc1 (stereo unspecified)	-7%	?	8.9µM*	41%	1%	i	-6%	-2%	-20%
CC(=O)C1=C(S(=O)(=O)c2ccc(C)cc2)CS(=O)(=O)C1	-7%	3%	50%[activator]	10%	9%	i	-17%	-5%	-32%[inhibitor]
CCc1nc2ccc(C(=O)NCCc3c[nH]c4ccccc34)cn2c1N(C=O)CCC(C)C	?	2%	5.6µM*	34%	-6%	i	-25%	nt	-21%
CCOC(=O)N1CCN(Cc2nc(N)nc(Nc3ccc(OC)cc3)n2)CC1	4%	-18%	0%	-3%	1%	?	-4%	0%	-16%
CCOC(=O)c1c(S(=O)(=O)N2CCCC(C(=O)NCc3cccc(C)c3)C2)c(C)n(C)c1C (stereo unspecified)	0%	7%	-2%	-6%	nt	nt	-11%	nt	i
Cc1nc(SCC(=O)Nc2ccccc2Cl)c2c(C)c(C)sc2n1	13%	22%	9%	-22%	10%	i	?	-2%	-54%[inhibitor]
Cc1ccc2c(c1)NC(=O)C(CC(=O)NCc1ccc(F)cc1)O2 (stereo unspecified)	-21%	0%	5%	?	2%	i	11%	-3%	-18%
CCCN(CCC)S(=O)(=O)c1nc2nc(C)cc(C)n2n1	12%	-21%	14%	17%	-3%	i	-4%	1%	i
O=C(CSc1nnc(CNc2ccc(F)cc2)n1Cc1ccco1)NC1CC1	1%	0%	-4%	24%	0%	i	4%	-2%	i
CCc1ccc(OCC(=O)N(Cc2ccc(C)o2)C2CCS(=O)(=O)C2)cc1 (stereo unspecified)	-3%	4%	-8%	29%	nt	nt	-7%	nt	-1%
Cc1cnc(C(=O)NCC(=O)Nc2ccccc2Br)cn1	4%	-23%	83%[activator]	19%	-1%	i	-4%	-1%	-7%
O=C(COC(=O)/C=C/c1ccc(Cl)cc1)Nc1ccccc1-c1ccccc1	3%	16%	29%	-10%	13%	i	13%	2%	-1%
Cc1onc(-c2ccccc2)c1C(=O)N1CCCC(C(F)(F)F)C1 (stereo unspecified)	-13%	-10%	-1%	-1%	1%	i	-2%	0%	i
Cc1cc(C(C)(C)C)oc1C(=O)N(CC(=O)NC1CCCC1)Cc1ccccc1Cl	-33%	-16%	?	28%	-4%	i	6%	0%	-5%[57.5 µM]
CCCN(c1ccc(OCC)cc1)S(=O)(=O)c1ccc2c(c1)CCN2C(=O)CCC(=O)O	4%	-5%	-5%	7%	6%	i	10%	-2%	i
COc1ccc(C2CC(c3ccccc3)=NN2C(=O)COC(=O)/C=C/c2ccc(O)c(OC)c2)cc1 (stereo unspecified)	2%	28%	?	42%	1%	i	13%	-1%	-13%
CCc1cccc2c(C(=O)CSc3nncn3-c3ccc(OC)cc3)c[nH]c12	-5%	-11%	?	19%	-1%	i	7%	0%	-20%
O=C(NNC(=O)c1ccccc1Br)c1ccccc1Cl	-7%	-5%[0.397 µM]	16%	7%	0%	i	-18%	-2%	i
CCOc1ccc(C(=O)Nc2ccc(NC(=O)c3ccccc3)cc2)cc1Br	1%&-1%	3%&20%	5%&11%	-5%&3%	-6%	i	-6%&4%	0%	-21%
CCN1CCN(C(=O)C2CCC(=O)N(CCCN3CCCC3=O)C2)CC1 (stereo unspecified)	-8%	2%	1%	26%	1%	i	-2%	0%	i
O=C1NC(c2ccc3c(c2)OCO3)Nc2ccccc21 (stereo unspecified)	-28%	1%	-9%	-12%	10%	i	-3%	1%	-6%
CCN(C(=O)COC(=O)CCn1c(C)csc1=O)c1c(N)n(Cc2ccccc2)c(=O)[nH]c1=O	-13%	21%	4%	nt	-12%	i	8%	-2%	i
COc1ccccc1/C=N/NC(=O)c1ccc(=O)n(C)c1	15%	-14%	28%	10%	-3%	i	5%	-1%	-11%
Cc1ccc(/C=N/NC(=O)c2nn(C)cc2Cl)cc1	10%[1.53 µM]	17%	-1%	-15%	-3%	i	2%	1%	-16%
CC(=O)Cn1ncc(N2CCCCC2)c(Cl)c1=O	2%	-19%	9%	-10%	-1%	i	-18%	0%	i
O=C(CCC(NC(=O)OCc1ccccc1)C(=O)OCC(=O)N1CCCCC1)OCC(=O)N1CCCCC1 (stereo unspecified)	6%	-2%	1%	24%	-2%	i	0%	0%	i
CC1(C)C2C(Cl)(Cl)C2(C)c2ccccc2N1C=O (stereo unspecified)	-15%	-8%	-12%	-2%	4%	i	-18%	-2%	i
CCOC(=O)C1CCCN(Cc2sccc2C)C1 (stereo unspecified)	3%	-24%	9%	23%	7%	nt	4%	1%	i
O=C(NC(=S)Nc1cccc(CO)c1)c1ccc(-c2ccccc2)cc1	-31%	9%	-1%	0%	7%	i	-1%	1%	-17%
O=C(Nc1ccc(-c2cscn2)cc1)C1CCCN(Cc2ccc(CO)o2)C1 (stereo unspecified)	17%	0%	-5%	nt	-7%	i	2%	0%	-1%
Cc1cc(=O)oc2cc(OCC(=O)NCCN3CCOCC3)c(Cl)cc12	-2%	-11%	7%	-7%	-6%	i	3%	-3%	i

Screens (PubChem BioAssay)
